# Source: PubChem
# PfHsp40 rescue: compounds rescuing yeast from Plasmodium falciparum HSP40 toxicity. S. cerevisiae expressing PfHsp40, growth rescue, ATP luminescence. growth rescue, % at 12.5 µM. hit rate 0.68% among 340,000; in the data active = growth rescue above about 28%, passing the limit was not always enough; inconclusive = no clear call, values can overlap the other calls;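 note: yeast W303a lacking pdr1 and pdr3 grown in galactose medium; growth measured after three days at 30 °C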
# GDH-TPI inh: GDH-TPI coupled enzyme inhibition counter-screen; GDH-TPI coupled enzyme counterscreen, NADH absorbance; inhibition, % at 4.8 µM; hit rate 1.2% among 360,000; AID 588335; in the data active = inhibition above about 30%;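 note: 0% = DMSO wells and 100% = wells lacking the enzyme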
# Mtb UGM inh: blocks M. tuberculosis UGM enzyme. inhibition, % at 10 µM. purified UGM, fluorescence polarization probe displacement. hit rate 0.06% among 320,000. P9WIQ1; in the data active = inhibition above about 10%, passing the limit was not always enough; inconclusive = no clear call, values can overlap the other calls
# BioA inh: inhibitors of Mycobacterium tuberculosis BioA enzyme | inhibition, % at 9.99 µM | purified M. tuberculosis BioA enzyme, plate reader | hit rate 0.096% among 360,000 | AID 602481; in the data active = inhibition above about 40%; inconclusive = no clear call, values can overlap the other calls
# Vc quorum ag: induces V. cholerae light production without autoinducers | V. cholerae BH1578 lux reporter, luminescence, 6 h | activation, % at 18.7 µM | hit rate 0.16% among 350,000 | AID 588436; in the data active = activation mostly above about 9.7%, no sharp cut-off; inconclusive = no clear call, values can overlap the other calls; inactive = mostly below about 3.7%; note: not every result past the cut was called active; inactives centre near 0; reference of the scale not given here
# TcdB GH inh: TcdB glycohydrolase inhibition | TcdB glycohydrolase enzymatic assay, plate reader | inhibition, % at 9.99 µM | hit rate 0.24% among 350,000 | AID 652162; in the data active = inhibition above about 10%
# Target sequence (P18177 whole entry, looked up): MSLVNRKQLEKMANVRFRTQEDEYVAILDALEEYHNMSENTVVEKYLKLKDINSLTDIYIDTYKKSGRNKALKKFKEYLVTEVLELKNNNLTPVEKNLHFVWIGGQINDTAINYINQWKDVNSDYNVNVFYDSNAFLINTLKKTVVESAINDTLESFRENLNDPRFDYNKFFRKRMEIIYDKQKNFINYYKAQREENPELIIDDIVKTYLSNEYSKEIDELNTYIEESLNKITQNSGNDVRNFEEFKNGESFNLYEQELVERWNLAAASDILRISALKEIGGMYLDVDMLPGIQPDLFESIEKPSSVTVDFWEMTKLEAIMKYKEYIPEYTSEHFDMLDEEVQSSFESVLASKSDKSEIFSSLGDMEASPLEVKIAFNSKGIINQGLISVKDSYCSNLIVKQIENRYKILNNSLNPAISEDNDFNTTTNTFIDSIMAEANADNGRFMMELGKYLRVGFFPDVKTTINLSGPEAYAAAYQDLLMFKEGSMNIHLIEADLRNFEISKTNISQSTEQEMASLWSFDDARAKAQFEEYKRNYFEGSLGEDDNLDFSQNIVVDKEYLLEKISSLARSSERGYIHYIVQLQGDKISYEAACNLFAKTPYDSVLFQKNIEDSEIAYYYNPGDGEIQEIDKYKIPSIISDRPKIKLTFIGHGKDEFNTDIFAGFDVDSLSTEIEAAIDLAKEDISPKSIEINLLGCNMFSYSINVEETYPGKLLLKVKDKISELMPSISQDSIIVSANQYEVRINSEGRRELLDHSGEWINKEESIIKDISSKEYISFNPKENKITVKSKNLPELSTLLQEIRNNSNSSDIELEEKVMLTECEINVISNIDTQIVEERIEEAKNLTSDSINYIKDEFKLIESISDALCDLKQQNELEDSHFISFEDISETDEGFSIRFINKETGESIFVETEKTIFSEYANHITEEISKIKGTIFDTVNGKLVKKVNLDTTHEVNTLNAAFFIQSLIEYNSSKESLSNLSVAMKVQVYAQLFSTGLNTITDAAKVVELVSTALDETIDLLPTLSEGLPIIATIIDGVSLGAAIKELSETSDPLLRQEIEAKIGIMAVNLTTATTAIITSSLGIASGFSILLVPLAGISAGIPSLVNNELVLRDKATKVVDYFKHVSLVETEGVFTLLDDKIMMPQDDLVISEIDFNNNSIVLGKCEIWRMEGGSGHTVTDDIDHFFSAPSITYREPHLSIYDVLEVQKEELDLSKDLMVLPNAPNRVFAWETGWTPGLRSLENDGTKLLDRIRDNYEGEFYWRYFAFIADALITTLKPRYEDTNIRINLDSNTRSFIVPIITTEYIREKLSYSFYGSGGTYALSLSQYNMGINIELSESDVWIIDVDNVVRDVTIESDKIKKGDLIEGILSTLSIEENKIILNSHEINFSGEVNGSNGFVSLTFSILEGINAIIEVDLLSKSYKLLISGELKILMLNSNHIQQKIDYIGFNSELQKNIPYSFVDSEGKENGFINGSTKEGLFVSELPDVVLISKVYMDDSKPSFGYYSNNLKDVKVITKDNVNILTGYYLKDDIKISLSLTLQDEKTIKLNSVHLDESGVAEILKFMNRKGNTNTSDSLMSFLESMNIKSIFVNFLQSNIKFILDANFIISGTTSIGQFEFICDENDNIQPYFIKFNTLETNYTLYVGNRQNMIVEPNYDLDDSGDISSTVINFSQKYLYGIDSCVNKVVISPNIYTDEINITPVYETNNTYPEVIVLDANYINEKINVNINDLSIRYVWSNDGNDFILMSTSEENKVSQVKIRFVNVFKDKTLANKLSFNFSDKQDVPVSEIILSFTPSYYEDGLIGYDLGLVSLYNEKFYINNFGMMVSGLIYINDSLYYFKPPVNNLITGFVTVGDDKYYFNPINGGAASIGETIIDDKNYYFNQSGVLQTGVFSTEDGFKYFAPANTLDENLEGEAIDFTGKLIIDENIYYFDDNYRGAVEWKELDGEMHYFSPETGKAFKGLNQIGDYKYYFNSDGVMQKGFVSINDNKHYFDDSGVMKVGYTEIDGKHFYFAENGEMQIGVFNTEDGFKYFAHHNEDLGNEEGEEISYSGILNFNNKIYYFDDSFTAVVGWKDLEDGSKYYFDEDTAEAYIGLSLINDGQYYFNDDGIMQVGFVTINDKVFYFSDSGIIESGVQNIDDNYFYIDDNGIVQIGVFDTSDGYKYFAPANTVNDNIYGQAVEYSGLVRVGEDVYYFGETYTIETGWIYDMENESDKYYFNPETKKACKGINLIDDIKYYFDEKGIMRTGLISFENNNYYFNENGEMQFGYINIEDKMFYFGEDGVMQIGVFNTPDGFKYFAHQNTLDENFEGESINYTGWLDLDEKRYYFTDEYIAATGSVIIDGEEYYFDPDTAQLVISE
# Y pestis TopoI: inhibitors of Yersinia pestis topoisomerase I; Y. pestis Topo-I cleavage product accumulation, plate reader; activity, % at 10 µM; hit rate 0.064% among 360,000; in the data active = activity above about 50%, passing the limit was not always enough; inconclusive = no clear call, values can overlap the other calls; note: inactives centre near 2
# FBA Mtb inh: inhibitors of M. tuberculosis fructose-bisphosphate aldolase. P9WQA3. purified M. tuberculosis FBA, fluorescence read-out. inhibition, % at 1 µM. hit rate 2.3% among 360,000; in the data active = inhibition above about 27%;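 note: 0% = vehicle and 100% = reference inhibitor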
# FadD28 FP inh: inhibitors of Mycobacterium tuberculosis FadD28 bisubstrate binding. hit rate 0.22% among 360,000. FadD28 bisubstrate probe binding, fluorescence polarization. inhibition, % at 12.5 µM; in the data active = inhibition above about 8.5%, passing the limit was not always enough; inconclusive = no clear call, values can overlap the other calls
# Starred values were filed as active, the others as inactive; i = inactive; ? = inconclusive; / = no result given.
compound,PfHsp40 rescue,GDH-TPI inh,Mtb UGM inh,BioA inh,Vc quorum ag,TcdB GH inh,Y pestis TopoI,FBA Mtb inh,FadD28 FP inh
COc1ccc2cc(C3(C)NC(=O)N(CC(=O)NCCC4=CCCCC4)C3=O)ccc2c1 (stereo not drawn),0.3,4,2.8,0.9,-0.3,0.6,12,2,-3.0
O=C1C2C3C=CC(C3)C2C(=O)N1c1cccc(-c2nc3ccccc3o2)c1 (stereo not drawn),0.3,8,-2.4,5.7,-0.6,/,-4,1,-0.9
N#Cc1ccccc1NC(=O)Nc1cccc(Cl)c1,1.6,7,-3.1,/,2.8,/,-1,17,-2.2
C/C(=N\Nc1ccc(Cl)cc1)c1ccccn1,0.4,17,-2.9,-1.0,-0.4,/,8,2,-3.8
O=S(=O)(c1ccc(Cl)cc1)N1CCN(CCc2ccccc2)CC1,1.4,-7,-1.1,-1.9,-0.2,-0.3,-12,1,-0.2
CC(C)Cc1nnc(NC(=O)CN2C(=O)NC3(CCCCC3)C2=O)s1,-0.6,-10,0.5,-2.4,i,-0.5,3,2,-0.2
CCO[C@@H]1OC(C(=O)N2CCN(Cc3ccccc3)CC2)=C[C@H](C)[C@H]1CCCO,10,-4,-1.5,0.3,0.6,-1.9,9,-1,-2.4
Cc1cccc(C)c1NC(=O)C1(C)CCC(=O)N1C1CCN(Cc2ccccc2)CC1 (stereo not drawn),/,/,/,-2.4,/,0.0,/,-2,-3.2
COc1ccc(S(=O)(=O)N2CCC(O)(c3cccnc3)CC2)cc1OC,0.0,-1,-1.2,/,i,0.0,1,0,0.5
CC(C)CC(NC(=O)C(NC(=O)C1OC2OC(C)(C)OC2C2OC(C)(C)OC12)C(C)C)C(=O)O (stereo not drawn),0.3,-1,-1.9,/,-0.6,2.4,-1,1,-2.7
COC(=O)[C@@H]1C[C@@H]2CC[C@@H](O)C[C@@H]2N1Cc1ccc(N2CCN(C)CC2)cc1,-1.0,1,-2.4,-1.3,i,-0.3,4,0,-4.8
CC1(C)CC(=O)C=C(NCc2ccco2)C1,-0.8,5,2.3,/,0.1,/,-1,-2,-1.1
CNc1ccc(NC(C)=O)cc1[N+](=O)[O-],-1.1,7,4.7,/,0.3,/,0,-4,0.0
NNC(=O)c1n[nH]c(=O)c2ccccc12,-0.6,-10,-1.7,-0.6,i,-1.3,2,2,-0.9
CC(=O)C[C@H]1c2cc(C(F)(F)F)ccc2S(=O)(=O)N1c1ccccc1,0.9,11,0.7,0.9,i,0.8,3,0,1.5
Brc1cccc(-c2nc3cccnc3nc2-c2cccc(Br)c2)c1,-1.0,-13,-1.6,1.3,i,1.1,-1,4,-2.7
Cc1ccc(C)c(NC(=O)c2cc(-c3cc(C)ccc3O)n[nH]2)c1,-1.6,-13,4.4,-0.3,-8.3,-0.6,8,-5,-2.6
Cn1cccc1/C=N/n1cnnc1,-0.5,12,-0.7,0.3,-0.2,/,4,-2,-0.9
Cc1cc(C)c(NC(=O)COC(=O)Cn2nc(-c3ccccc3)oc2=O)c(C)c1,-1.0,3,1.1,-0.8,i,1.0,8,2,-0.3
Cc1ccc(N(CC#N)C(=O)CS(=O)(=O)c2cccc([N+](=O)[O-])c2)cc1,-1.6,-13,0.0,0.3,-4.0,-3.8,7,-10,-3.1
COC(=O)C1=C(C(C)=O)C(c2ccc(C)cc2)n2nnnc2N1 (stereo not drawn),-0.5,2,1.4,-0.9,i,/,5,1,1.5
CCN1C(=O)/C(=C2\Sc3ccccc3N2CC)OC1=S,-0.3,7,1.2,/,-0.4,0.7,-4,-6,-1.2
Cc1ccc(S(=O)(=O)N2CCC(C(=O)N3CCCC(C(F)(F)F)C3)CC2)cc1C (stereo not drawn),-0.1,6,0.4,1.6,-5.0,2.3,25,0,-0.9
CCc1noc(C)c1C(=O)Nc1ccc(F)c(F)c1,0.0,-3,0.0,1.4,0.0,0.7,5,-1,-3.4
Cc1c(-c2ccccc2)sc2nc[nH]c(=S)c12,-1.1,17,-0.2,-1.7,-0.3,0.3,4,2,0.1
Cc1ccc(N=Cc2cc(Br)cc(Cl)c2O)cc1,1.8,4,-0.1,/,i,0.0,0,1,-0.7
O=C(COc1cccc([N+](=O)[O-])c1)N/N=C/c1ccco1,-1.0,4,0.7,/,-0.4,1.6,3,9,-1.1
Cc1ccc(OCC(=O)N(Cc2ccccc2)C(C)(C)C)c([N+](=O)[O-])n1,1.1,18,-0.6,-2.3,i,/,-5,0,-2.3
CC(=O)c1ccc(Cc2ccccc2)cc1,0.0,4,-0.7,/,-0.3,0.4,-6,0,-2.1
COc1cccc(NC(=O)COc2coc(CN3CCN(c4ccccc4)CC3)cc2=O)c1,0.0,5,4.2,-1.1,1.4,1.7,-2,5,-1.7
CC1(C)CC(=O)c2cn3ncnc3nc2C1,1.2,-2,-0.1,-0.7,i,4.6,4,-3,-3.3
CN1CCN(C(=O)/C(C#N)=C/c2ccc(F)cc2)CC1,-1.1,3,-1.5,/,-0.3,2.9,4,4,-0.9
Cc1cc(C)nc(SCC(=O)N2CCc3ccccc32)n1,-1.0,11,-1.0,-1.5,i,0.7,-1,3,1.6
Cc1ccsc1C=Nc1c(C)n(C)n(-c2ccccc2)c1=O,0.8,-5,-3.5,/,i,/,5,1,0.1
c1ccc(OCCNc2nc(NCC3CC3)nc3cc(-c4ccccc4)sc23)cc1,/,5,/,-0.9,-0.4,1.3,-5,2,-7.8
CC(OC(=O)/C(C#N)=C/c1ccc(N(C)C)cc1)C(=O)N(C)Cc1ccccc1 (stereo not drawn),0.1,-9,-0.6,-3.7,0.0,1.8,13,-28,?
CC(=O)N1CCCSC1=Nc1ccccc1,0.0,-6,1.7,/,-0.9,-1.2,5,-1,-3.0
COc1cc(S(=O)(=O)N(C)C)ccc1F,0.2,4,2.6,-2.1,i,/,10,-1,-0.6
Cc1ccc(CN2C(=O)CSC(C)C2=O)cc1 (stereo not drawn),-1.3,2,-0.2,-0.3,i,1.0,0,10,-1.0
COCCN1CCN(C(=O)C2CCC(=O)N(CCc3ccccc3)C2)CC1 (stereo not drawn),1.3,4,-2.7,-0.9,i,0.6,1,0,0.5
O=C(Nc1ccc2c(c1)OCO2)NC1CCN(Cc2ccccc2)CC1,1.3,-1,-1.7,-1.3,-0.2,1.3,-2,0,-0.5
CCc1nnc(NC(=O)C2CCN(C(=O)c3ccco3)CC2)s1,0.8,-4,1.6,-1.2,i,-1.0,-10,6,2.3
Cc1ccc(NC(=O)Cc2cn3ccsc3n2)nc1,-0.1,7,-0.7,-1.9,i,/,-4,-3,-0.2
CCOC(=O)C1CCCCN1Cc1cccc(OC)c1OC (stereo not drawn),-1.1,1,-2.0,-0.8,-5.9,0.9,2,1,-0.7
CCc1ccc(OCC(=O)NNC(=O)c2cnccn2)c(Br)c1,-1.1,1,-1.1,-1.9,1.1,-0.4,0,5,0.5
COc1cc(C(=O)NC(=S)Nc2ccc(NC(=O)c3ccco3)cc2)cc(OC)c1OC,-0.3,18,2.4,/,-0.3,/,4,-1,-0.5
CC1CN(C(=O)Nc2ccc3snnc3c2)c2ccccc21 (stereo not drawn),0.6,10,1.2,63*,i,3.2,2,5,-4.4
COc1ccccc1OCC(=O)N1CC2(C)CC1CC(C)(C)C2 (stereo not drawn),0.3,-2,-0.9,0.6,3.7,/,8,4,-0.8
Cn1cc([N+](=O)[O-])c(C(=O)NNC(=O)c2ccc([N+](=O)[O-])cc2Cl)n1,-1.6,3,-0.7,/,-1.1,0.1,0,8,-2.2
c1ccc(CC2CCN(Cc3nc(-c4ccccc4)no3)CC2)cc1,2.4,-2,-1.1,-1.9,-3.7,/,-4,1,-0.2
NC(=O)CSc1nc2ccc([N+](=O)[O-])cc2[nH]1,-0.4,6,-3.1,1.1,-4.3,0.1,-8,0,-1.8
CC(C)c1cc(C(=O)Nc2cc(Br)ccc2O)no1,1.0,8,-0.9,-1.5,-4.0,1.2,4,1,-0.5
COc1ccc(OC)c(NC(=O)c2cc(-c3ccc(F)cc3OC(C)C)n[nH]2)c1,/,7,/,-2.1,i,0.0,8,0,0.5
CCOc1ccc(CCNC(=O)Cn2nc(C)c3c(C)n(-c4ccccc4)nc3c2=O)cc1OCC,0.7,-6,1.1,-2.4,i,-0.4,17,1,-3.9
CCOC(=O)c1ccc(N2C(=O)CC(N3CCC(Nc4ccc(F)cc4)CC3)C2=O)cc1 (stereo not drawn),?,-6,-3.2,-1.1,-0.2,/,1,-1,-0.4
COc1ccc(C(C(=O)NC2CCCC2)N(C(=O)c2snc(-c3ccc(F)cc3)c2N)c2ccccc2)cc1 (stereo not drawn),0.3,-8,0.2,-1.0,1.0,/,8,6,0.0
Cc1ccc(S(=O)(=O)N(C)c2ccc(OCC(=O)OCc3c(C)noc3C)cc2)cc1,0.2,4,1.2,-4.6,-0.1,/,6,0,-1.6
CCCn1c(=O)c2ccccc2n2c(=S)[nH]nc12,-1.1,6,3.6,0.1,i,3.6,0,-2,-1.3
CCCCn1c(N)c(N(CC(C)C)C(=O)c2ccncc2)c(=O)[nH]c1=O,0.8,-6,-0.8,/,2.9,3.0,8,1,-0.9
COc1cc(-c2nnc(SCC(=O)N(C)C3CCS(=O)(=O)C3)o2)cc(OC)c1OC (stereo not drawn),0.6,-3,1.2,/,-0.2,1.3,-4,-2,-1.2

# Profiles as entered above. Values in the order: PfHsp40 rescue	GDH-TPI inh	Mtb UGM inh	BioA inh	Vc quorum ag	TcdB GH inh	Y pestis TopoI	FBA Mtb inh	FadD28 FP inh
# `COc1ccccc1OCC(=O)N1CC2(C)CC1CC(C)(C)C2` (stereo not drawn) is entered as 0.3	-2	-0.9	0.6	3.7	/	8	4	-0.8
# `c1ccc(CC2CCN(Cc3nc(-c4ccccc4)no3)CC2)cc1` is entered as 2.4	-2	-1.1	-1.9	-3.7	/	-4	1	-0.2
# `Cc1ccc(NC(=O)Cc2cn3ccsc3n2)nc1` is entered as -0.1	7	-0.7	-1.9	i	/	-4	-3	-0.2
# `COc1cc(-c2nnc(SCC(=O)N(C)C3CCS(=O)(=O)C3)o2)cc(OC)c1OC` (stereo not drawn) is entered as 0.6	-3	1.2	/	-0.2	1.3	-4	-2	-1.2
# `CN1CCN(C(=O)/C(C#N)=C/c2ccc(F)cc2)CC1` is entered as -1.1	3	-1.5	/	-0.3	2.9	4	4	-0.9

# More entries
compound,PfHsp40 rescue,GDH-TPI inh,Mtb UGM inh,BioA inh,Vc quorum ag,TcdB GH inh,Y pestis TopoI,FBA Mtb inh,FadD28 FP inh
O=C(CNC(=O)[C@@H]1Cc2ccccc2CN1)NC1CCCCC1,0.3,0,0.7,-0.3,-0.3,1.0,1,1,-3.8
O=S(=O)(Nc1cccc(-c2cn3cccnc3n2)c1)c1ccc(-c2ccccc2)cc1,-0.7,16,-3.1,-4.4,i,/,11,11,2.0
CN(CC(O)CN)CC(O)CN1CCCCC1 (stereo not drawn),-1.8,9,-0.7,-3.7,1.6,0.6,-10,1,0.8
O=C(COc1ccc(Cl)cc1Cl)Nc1nc2n(n1)C(c1ccccc1)CC(=O)N2 (stereo not drawn),0.5,-2,1.9,0.4,0.9,/,28,-1,-2.3
CC1CCc2c(sc3ncn(N)c(=N)c23)C1 (stereo not drawn),0.6,5,0.2,2.2,-0.2,0.3,7,0,-1.4
CCOC(=O)C1CCCN(C(=O)c2cccs2)CC1 (stereo not drawn),/,0,/,0.2,-4.5,0.4,1,1,0.2
